Bioassay records (PubChem)
Mtb BioA inh: M. tuberculosis BioA enzyme inhibitors, primary screen, biochemical, plate reader, single point, HTS; 7,8-diaminopelargonic acid synthase BioA (Mycobacterium tuberculosis); purified M. tuberculosis BioA enzyme; inhibition, % at 9.99 µM; 360,000 compounds, 0.096% hits; AID 602481, 2012; in the data active = inhibition above about 40%
FadD28 binding: inhibitors of FadD28 bisubstrate probe binding, primary screen, biochemical, fluorescence polarization, single point; 360,000 compounds, 0.22% hits; inhibition, % at 12.5 µM; Mycobacterium tuberculosis FadD28 fatty-acid-AMP ligase; in the data active = inhibition above about 8.5%, passing the limit was not always enough
Vc quorum ag: inducers of Vibrio cholerae quorum light production without autoinducers, primary screen, BH1578 luxS cqsA deficient, single point; 350,000 compounds, 0.16% hits; V. cholerae BH1578 lux reporter, luminescence, 6 h; activation, % at 18.7 µM; in the data active = activation mostly above about 9.7%, no sharp cut-off; note: not every result past the cut was called active; inactives centre near 0; reference of the scale not given here
PfHsp40 rescue: rescue of yeast from PfHsp40 toxicity, primary screen, S. cerevisiae, ATP luminescence. 340,000 compounds, 0.68% hits. S. cerevisiae expressing PfHsp40, growth rescue. growth rescue, % at 12.5 µM; in the data active = growth rescue above about 28%, passing the limit was not always enough;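 note: yeast W303a lacking pdr1 and pdr3 grown in galactose medium; growth measured after three days at 30 °C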
FBA Mtb inh: Mtb FBA enzyme inhibitors, primary screen, biochemical, fluorescence, strain H37Rv | Fructose-bisphosphate aldolase (Mycobacterium tuberculosis (strain ATCC 25618 / H37Rv)), … | purified M. tuberculosis FBA, fluorescence read-out | inhibition, % at 1 µM | 360,000 compounds, 2.3% hits | AID 588726, 2011; in the data active = inhibition above about 27%;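 note: 0% = vehicle and 100% = reference inhibitor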
UGM FP inh: M. tuberculosis UGM enzyme inhibitors, primary screen, biochemical, fluorescence polarization, single point; UDP-galactopyranose mutase (Mycobacterium tuberculosis (strain ATCC 25618 / H37Rv)), …; purified UGM, fluorescence polarization probe displacement; inhibition, % at 10 µM; 320,000 compounds, 0.06% hits; in the data active = inhibition above about 10%, passing the limit was not always enough
TcdB inh: TcdB glycohydrolase inhibitors, primary screen, biochemical, single point, plate reader; inhibition, % at 9.99 µM; AID 652162, 2013; 350,000 compounds, 0.24% hits; TcdB glycohydrolase enzymatic assay; in the data active = inhibition above about 10%
Y pestis TopoI: Yersinia pestis topoisomerase I inhibitors, primary screen, biochemical, cleavage product accumulation, plate reader, single point; DNA topoisomerase I (Yersinia pestis CO92); Y. pestis Topo-I cleavage product accumulation; activity, % at 10 µM; 360,000 compounds, 0.064% hits; AID 504884, 2011; in the data active = activity above about 50%, passing the limit was not always enough; note: inactives centre near 2
GDH-TPI inh: GDH-TPI coupling enzyme inhibitors, primary screen, artefact control for M. tuberculosis FBA inhibitor project, biochemical, absorbance, full deck; inhibition, % at 4.8 µM; GDH-TPI coupled enzyme counterscreen, NADH absorbance; 360,000 compounds, 1.2% hits; in the data active = inhibition above about 30%;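 note: 0% = DMSO wells and 100% = wells lacking the enzyme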
* = called active by the depositor; i = inactive; · = no result given.

SMILES	Mtb BioA inh	FadD28 binding	Vc quorum ag	PfHsp40 rescue	FBA Mtb inh	UGM FP inh	TcdB inh	Y pestis TopoI	GDH-TPI inh
O=C(COC(=O)CCc1ccccc1)NC(c1ccccc1)c1ccccc1	-2.6	-2.3	i	0.2	0	-1.6	-0.4	-2	2
CCC1CCCCN1C(=O)c1c(-c2ccccc2)noc1C (stereo unspecified)	1.0	-4.6	0.3	0.4	2	-2.4	·	-5	-11
CC(=O)Nc1ccc(NC(=O)C(C)n2nc(C)c([N+](=O)[O-])c2C)cc1 (stereo unspecified)	0.1	-2.3	-3.7	0.5	1	-1.6	1.2	-7	10
Cc1cccc(C(=O)NCC(=O)OCc2cc(=O)n3ccsc3n2)c1	·	-0.8	i	-0.4	0	0.6	1.3	5	5
O=C(NCCCCc1ccccc1)C1CC(c2cc(C(F)(F)F)cc(C(F)(F)F)c2)=NO1 (stereo unspecified)	-2.1	-0.2	i	-1.9	2	-0.9	1.4	-1	1
COc1ccc(OC)c(NC(=O)Cn2cccc2)c1	·	-1.1	0.4	0.3	-1	-1.5	-0.4	4	0
Cn1ncc(Br)c1C(=O)NCc1cccs1	-0.8	-0.6	-0.2	1.4	1	-1.0	0.7	5	-3
O=C(COC(=O)c1ccccc1O)Nc1ccc2ccccc2c1	-1.3	1.4	-7.1	-0.7	9	2.2	-0.3	4	7
O=C(NCc1ccc(Cl)cc1)C(=O)NCC1OCCN1C(=O)c1ccc(Cl)cc1 (stereo unspecified)	·	0.1	1.4	0.3	-9	2.4	0.1	6	-5
N#CCCN(Cc1cccs1)C(=O)Nc1ccccc1	-1.4	-3.9	-0.3	-1.4	0	-2.4	-0.8	-7	2
O=C(COC(=O)CN1C(=O)C2CCCCC2C1=O)NC1CCS(=O)(=O)C1 (stereo unspecified)	·	-3.4	i	-2.4	-4	5.8	-0.5	-5	11
COc1cccc(NC(=O)CN(C)C(=O)c2cccc(S(=O)(=O)Nc3ccccc3OC)c2)c1	-2.7	-1.4	i	3.2	1	-2.2	0.0	12	6
COc1ccc(CNC(=O)COC(=O)c2cccn2C)cc1	-1.8	-2.1	-0.8	-1.3	3	4.5	1.0	-5	12
CCOc1ccc(N=Cc2c(O)n(-c3cccc(C)n3)c(=O)c3ccccc23)cc1	·	-1.6	i	1.9	-3	-2.3	·	1	1
CCOC(=O)c1c(-c2cccc([N+](=O)[O-])c2)csc1NC(=O)C1CCCCC1	·	-0.6	i	-1.8	2	-1.1	·	-10	6
O=C(NCc1ccccc1)c1cc[n+](Cc2ccccc2)cc1	-0.3	-0.5	0.3	-0.7	4	2.0	1.4	-14	5
CCCCCCCCCCCC(=O)NC(C(=O)OCC)C(O)c1cccc([N+](=O)[O-])c1 (stereo unspecified)	-1.1	-3.0	-2.0	4.5	0	-1.1	·	-13	-4
CC1(C(=O)NCc2ccc(Cl)cc2)CCN1C(=O)c1cccc(F)c1 (stereo unspecified)	-0.3	-2.2	0.2	·	-3	·	0.5	-4	-8
Nc1[nH]n(-c2ccccc2)c(=O)c1N=Nc1ccccc1	3.2	-2.3	i	-0.6	-8	1.3	0.6	-19	15
CCCCN(C)C(=O)CCC(=O)Nc1ccc2nc(N3CCN(C)CC3)cc(C)c2c1	-2.5	1.8	-0.2	-0.5	28*	9.8	2.0	8	25
CC(=O)Nc1ccc(NC(=O)CN2C(=O)COc3ccc(S(=O)(=O)N4CCCCC4)cc32)cc1	-1.2	-3.4	-0.3	-0.6	-5	-0.6	0.8	-11	-2
CC1CC(C)CN(CCCNC(=O)CN2C(=O)COc3ccc(S(=O)(=O)N4CCOCC4)cc32)C1 (stereo unspecified)	-1.4	-2.6	i	0.3	-1	-2.7	-0.3	3	0
O=C(C1=C[C@H](c2ccc3c(c2)OCO3)C[C@H](OCc2ccc(CO)cc2)O1)N1CCCCCCC1	-0.3	-1.9	i	-0.1	6	3.9	-0.5	0	12
CC(C)CC(c1nnnn1CCc1ccccc1)N1CCN(C(=O)c2ccco2)CC1 (stereo unspecified)	0.7	-1.1	i	2.1	-1	3.6	·	39	7
CCOC(=O)N1CCN(C(=O)CN(c2ccc(Oc3ccccc3)cc2)S(C)(=O)=O)CC1	-1.1	-1.3	3.2	-1.2	-2	0.6	·	15	1
COCCCNC(=S)NCCNc1nc2cc(C)c(C)cc2cc1C#N	·	-0.9	-0.5	-0.1	27*	4.2	2.7	2	-4
O=C(O)COCC(=O)N1CCN(c2cc(C(F)(F)F)nc3ccccc23)CC1	7.8	-1.4	-0.1	-0.6	-3	-3.6	2.1	3	10
CCc1ccc(-c2nc(CS(=O)CC(=O)NC3CC3)c(C)o2)cc1 (stereo unspecified)	-0.4	-4.6	-0.4	0.0	0	0.3	-0.4	-8	-3
CCOc1ccc(C(=O)Nc2ccc(NC(=O)c3ccccc3)cc2)cc1Br	-0.6	-0.5	i	-1.5	0	-1.3	1.1	6	7
CC(=O)c1ccc(OCC(O)CN(C)CCOc2ccc(Br)cc2)cc1 (stereo unspecified)	2.7	-2.1	1.9	-1.2	1	0.3	0.5	0	7

A portion taken from the entries so far, for reference:
SMILES	Mtb BioA inh	FadD28 binding	Vc quorum ag	PfHsp40 rescue	FBA Mtb inh	UGM FP inh	TcdB inh	Y pestis TopoI	GDH-TPI inh
CCOc1ccc(C(=O)Nc2ccc(NC(=O)c3ccccc3)cc2)cc1Br	-0.6	-0.5	i	-1.5	0	-1.3	1.1	6	7
CC(=O)c1ccc(OCC(O)CN(C)CCOc2ccc(Br)cc2)cc1 (stereo unspecified)	2.7	-2.1	1.9	-1.2	1	0.3	0.5	0	7

Reformatted with values under each structure: two of the compounds above.
Fields: Mtb BioA inh	FadD28 binding	Vc quorum ag	PfHsp40 rescue	FBA Mtb inh	UGM FP inh	TcdB inh	Y pestis TopoI	GDH-TPI inh
- O=C(O)COCC(=O)N1CCN(c2cc(C(F)(F)F)nc3ccccc23)CC1
    7.8	-1.4	-0.1	-0.6	-3	-3.6	2.1	3	10
- CCc1ccc(-c2nc(CS(=O)CC(=O)NC3CC3)c(C)o2)cc1 (stereo unspecified)
    -0.4	-4.6	-0.4	0.0	0	0.3	-0.4	-8	-3

Following part:
SMILES	Mtb BioA inh	FadD28 binding	Vc quorum ag	PfHsp40 rescue	FBA Mtb inh	UGM FP inh	TcdB inh	Y pestis TopoI	GDH-TPI inh
CC(C)N1CCc2c(sc(NC(=O)CCc3ccccc3)c2C(N)=O)C1	·	-0.2	-0.6	-2.1	6	-0.3	0.0	1	-4
CC(C)[n+]1ccn(C2=C([O-])c3ccccc3C(=O)/C2=N\S(=O)(=O)c2ccccc2)c1	·	0.5	-0.4	-1.4	-9	-3.8	-0.5	0	8
O=C(CCl)Nc1ccc(-c2ccccc2)cc1	·	-0.9	-0.3	0.1	0	-1.8	1.9	4	-7
CC(C)(C)NC(=O)c1cccc(NC(=O)c2ccc(NC(=O)c3ccco3)cc2)c1	·	-3.2	1.7	0.2	0	1.8	·	9	16
O=C(CSc1nnc2c(Cl)cc(Cl)cn12)N1CCN(c2ccc(F)cc2)CC1	1.0	-2.8	-0.3	1.2	1	-3.6	·	9	-1
COc1ccc(OCc2csc(N)n2)cc1	·	-0.4	-0.6	0.1	-3	1.5	0.8	10	-4
CC(C)(C)OC(=O)N1CCC(C(=O)NCC2CCCO2)CC1 (stereo unspecified)	-1.6	-0.9	-3.8	-2.5	8	3.0	4.7	-1	14
Cc1nn2c(NC(C)C)c3c(nc2c1-c1ccccc1)CCC3	0.8	0.2	-0.7	3.0	5	4.1	0.6	6	4
CC(=O)Nc1sc2c(c1CN1CCN(c3ccc(F)cc3)CC1)CCCC2	-1.9	-1.9	14	0.2	-5	-0.8	·	0	-3
Cc1ccc(N(CC(=O)NC2CCCC2)C(=O)c2ccc(C)s2)cc1	·	-1.0	i	0.2	0	-0.1	1.0	8	0
O=C(c1cccnc1NCc1ccccc1)N1CCOCC1	-4.5	-0.1	0.5	-0.1	-3	-0.8	·	-4	15
COc1ccc(OC)c(NC(=O)NCCCCc2ccccc2)c1	-0.6	-0.3	-12	-0.9	6	-2.1	1.0	2	-6
Fc1ccccc1CN(CCN1CCOCC1)C(=S)Nc1ccccc1Cl	·	-1.2	-0.3	-0.3	0	0.9	1.7	14	-2
N#C/C(=C\c1ccc(OCCN2CCOCC2)cc1)C(=O)Nc1ccccc1	-0.9	-2.6	i	0.2	-2	-0.8	1.3	10	23
Cc1cccc(C)c1NS(=O)(=O)c1ccc(-c2cnc(C3CC3)o2)cc1	1.1	-6.3	i	283*	-1	2.8	0.1	8	7
Cc1cccc(N2CCN(C(=O)c3ccc(S(=O)(=O)N(C)c4ccccc4)cc3)CC2)c1C	·	0.6	i	3.8	3	-0.6	1.7	5	5
O=c1[nH]c2ccccc2n1C1=CCNCC1	-3.3	-3.0	i	-0.4	7	·	0.1	-4	11
Nc1nc2ccc(C(=O)N3CCCCC3)cc2s1	0.0	-6.2	-2.8	0.7	-4	-1.1	2.9	8	-13
COc1ccc(NC(=O)C2CC(=O)OC2c2ccccc2)cc1 (stereo unspecified)	·	-0.6	-0.2	0.8	2	1.1	·	-3	-4
CCc1ccc(OCCCOc2ccc(C=O)cc2)cc1	1.6	-0.6	-0.4	-0.4	-2	3.4	0.8	-1	0
Cc1cc(C(=O)Nc2ccc3c(c2)OCCO3)ccc1[N+](=O)[O-]	-0.5	-4.3	i	-3.6	-4	-0.4	-3.2	-10	2
Cc1ccc(C2CC(c3cccs3)=NN2C(=O)CSc2nc3ccccc3o2)cc1 (stereo unspecified)	·	0.7	-0.2	0.7	8	-0.8	·	9	10

4 entries already listed, arranged by number of heavy atoms, descending:
SMILES	Mtb BioA inh	FadD28 binding	Vc quorum ag	PfHsp40 rescue	FBA Mtb inh	UGM FP inh	TcdB inh	Y pestis TopoI	GDH-TPI inh
CC(C)[n+]1ccn(C2=C([O-])c3ccccc3C(=O)/C2=N\S(=O)(=O)c2ccccc2)c1	·	0.5	-0.4	-1.4	-9	-3.8	-0.5	0	8
CCOc1ccc(C(=O)Nc2ccc(NC(=O)c3ccccc3)cc2)cc1Br	-0.6	-0.5	i	-1.5	0	-1.3	1.1	6	7
CC1(C(=O)NCc2ccc(Cl)cc2)CCN1C(=O)c1cccc(F)c1 (stereo unspecified)	-0.3	-2.2	0.2	·	-3	·	0.5	-4	-8
Cc1cc(C(=O)Nc2ccc3c(c2)OCCO3)ccc1[N+](=O)[O-]	-0.5	-4.3	i	-3.6	-4	-0.4	-3.2	-10	2
